From PubChem
IEC-6 tox – counter-screen for KLF5 inhibitors: cytotoxicity in IEC-6 cells | hit rate 0.78% among 290,000 | inhibition, % at 5 µM | AID 1825 | IEC-6 cytotoxicity, luminescence viability; in the data active = inhibition above about 22%;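 also: 0% = plate median of test compound wells and 100% = cytotoxic reference compound wells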
Platelet DG rel – platelet dense granule release activity; hit rate 0.22% among 300,000; AID 1663; human platelet-rich plasma, SFLLRN dense granule ATP release, luminescence; inhibition, %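 (compounds screened at 7.5 µM in platelet-rich plasma)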;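 active = mean replicate score, as percent of positive control, at or above 50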
HSF-1 act – increases HSF-1 driven luciferase reporter signal | NIH3T3-HGL HSF-1 luciferase reporter, MG132, 8 h; 100% = twice DMSO control signal | activation, % at 9 µM | hit rate 1.7% among 300,000 | AID 504408;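 active = mean replicate activation of at least 50% with a set share of replicates each reaching 50%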;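 also: 0% = median of the neutral control wells and 100% = twice that signal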
AI-2 QS modul – modulators of Vibrio harveyi AI-2 quorum sensing system; Vibrio harveyi JMH597 AI-2 luminescence/OD600 ratio, 9 h; hits give low values; strain lacks LuxN and CqsS sensors; 0 = neutral-control median; activity change, % at 7.5 µM; hit rate 0.4% among 300,000; AID 2094; in the data active = activity change below about -75%, passing the limit was not always enough;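 also: luminescence divided by OD600 gain over 9 h not by final OD600 alone; inactives centre near 13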
SKKanGAS inh – blocks kanamycin growth of S. pyogenes SKKanGAS strain. BacTiter-Glo, 6 h. inhibition, % at 7.5 µM. hit rate 1.3% among 300,000. AID 1662;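 active = mean replicate score, as percent of positive control median, at least 50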;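 also: strain carries kanamycin resistance gene driven by streptokinase promoter and grows in 40 µg/ml kanamycin; loss of luminescence reflects streptokinase promoter inhibition or plain growth inhibition; 0% = median of DMSO wells and 100% = positive control at its reference dose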
aSyn 5UTR inh – 5' untranslated region of α-synuclein, MLPCN primary screen; alpha-synuclein 5'UTR reporter, inhibitor activity; inhibition, % (tested at 7.5 µM); hit rate 0.82% among 300,000; AID 1813; in the data active = inhibition above about 60%;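 also: H4 neuroglioblastoma cells stably carrying SNCA 5'UTR luciferase fusion; 0% = DMSO wells and 100% = positive control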
KLF5 inhibitor – inhibitors of KLF5 expression; hit rate 0.23% among 290,000; inhibition, % at 5 µM; AID 1700; DLD-1 KLF5 promoter-luciferase reporter, luminescence;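 active = inhibition above a per-plate limit of that plate's mean compound inhibition plus 3 SD, cut at about 60% in these data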;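 also: 0% = DMSO wells and 100% = LY294002 at 200 µM; higher means less KLF5 promoter-driven luciferase light; inactives centre near -14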
HIF act – HIF pathway transcriptional activation. activation, % at 7.5 µM (by protocol). U2OS HRE-luciferase reporter, luminescence; normalized: DMSO 0%, desferrioxamine 100%. hit rate 0.32% among 300,000;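 active = mean activation of at least 10% of the iron chelator positive control signal, with at least half of replicates also reaching 10%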
HSP90 refold inh – inhibitors of HSP90 luciferase refolding in rabbit reticulocyte lysate; hit rate 0.91% among 290,000; luciferase refolding luminescence, 3 h; inhibition, % at 5.6 µM;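 active = inhibition above the screen-wide mean plus 3 SD, computed separately per campaign, cut at about 16% in these data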;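 also: 0% = DMSO wells and 100% = 60 µM geldanamycin wells; inhibitors lower the luminescence because luciferase stays unfolded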
HSF1 inh – HSF1 inhibition. NIH3T3-HGL HSE-luciferase, MG132-induced, luminescence 8 h; hits give low values. activity change, negative = inhibition, % at 7.5 µM (by protocol). hit rate 0.77% among 300,000;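 active = more than half of replicate wells show activity change below -50%, luminescence cut by over half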;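 also: luciferase reports HSF-1 transcriptional activity via heat shock element; 0% = median of DMSO wells and -100% = zero luminescence signal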
Starred values were filed as active, the others as inactive; nt = not tested or not shown.

SMILES | IEC-6 tox | Platelet DG rel | HSF-1 act | AI-2 QS modul | SKKanGAS inh | aSyn 5UTR inh | KLF5 inhibitor | HIF act | HSP90 refold inh | HSF1 inh
CN(C)c1ccc(/C=C/C(=O)c2ccccc2)cc1[N+](=O)[O-] | -14.9 | 6.8 | 45.4 | -28.4 | -13.5 | -195.0 | -34.0 | 5.7 | 1.6 | 28.7
CC(NC(=O)c1ccco1)c1nc(-c2ccccc2)no1 (stereo unspecified) | 6.7 | 4.8 | -0.6 | 4.5 | -1.1 | -0.8 | -11.2 | -0.3 | 0.5 | -2.3
C=CCn1c(-c2ccco2)n[nH]c1=S | 4.3 | 6.1 | -15.3 | 25.7 | 4.8 | 9.1 | -16.3 | -0.1 | -0.8 | -1.8
CCO[C@H]1OC(C(=O)NCc2nc3ccccc3[nH]2)=C[C@@H](c2ccccc2)[C@@H]1CCCO | -4.2 | 5.3 | 1.2 | 5.4 | 3.5 | 5.3 | -14.8 | -0.1 | -3.3 | 1.4
Cc1ccccc1Nc1nc(N)nc(CSc2ccc(F)cc2)n1 | 12.0 | -1.2 | 19.1 | 1.2 | -2.6 | -125.1 | -137.6 | 4.0 | 1.5 | 13.3
CCCn1c2c(c(O)c(C(=O)NCCCN(CC)CC)c1=O)CCCC2 | 3.2 | -0.8 | 0.0 | 1.4 | -6.0 | -8.9 | -25.1 | 0.2 | 0.7 | -4.8
CCOC(=O)c1c(NC(=O)C2C3C=CC(C3)C2(C)C(=O)O)sc2c1CCCC2 (stereo unspecified) | 15.1 | 6.7 | 3.0 | 40.6 | 25.7 | 2.3 | -12.7 | 0.0 | 1.4 | 2.1
CCN1CCN(CCCNC(=O)c2ccc3c(Cl)c4c(nc3c2)CCCC4)CC1 | 12.0 | -4.0 | 96.7* | -4.4 | -8.0 | -35.3 | -34.0 | 7.6 | 4.0 | 72.7
Cc1cccc2cc(CN(Cc3ccccc3)C(=O)N(C)C)c(=O)[nH]c12 | -3.6 | -3.5 | 4.2 | 24.1 | -2.0 | 12.0 | -17.9 | 0.7 | -0.7 | -1.1
O=C(c1ccc(Cl)cc1)c1cn[nH]c1-c1ccccc1O | -7.1 | -1.5 | 16.7 | -74.6 | 7.3 | -4.9 | -18.8 | -0.6 | -0.7 | 5.3
CC(c1ccco1)N(C(=O)C12CC3(C)CC(C)(CC(C)(C3)C1)C2)c1ccccn1 (stereo unspecified) | -0.6 | 1.1 | 1.3 | 24.6 | 9.0 | 9.8 | -7.0 | 1.4 | 9.2 | 5.6
CN(C(=O)c1ccc(S(=O)(=O)N2CCCCC2)cc1)C1CCS(=O)(=O)C1 (stereo unspecified) | nt | 7.6 | 9.2 | 24.8 | 1.6 | 18.0 | nt | -10.6 | nt | -3.6
Cc1ccc(S(=O)(=O)NC2=NCN(C3CCCCC3)CN2)cc1 | 3.1 | -0.5 | 20.3 | 14.4 | -5.4 | 19.2 | 6.5 | 0.6 | -0.4 | 7.2
N=c1n(CCN2CCOCC2)c2ccccc2n1CC(O)COc1ccccc1 (stereo unspecified) | 5.7 | 0.3 | 4.9 | 14.3 | 2.5 | 4.4 | 13.6 | 0.2 | -0.2 | -3.7
C=C(C)COc1ccc(-c2nc(N)ncc2Oc2ccc(OC)cc2)c(O)c1 | -1.0 | 3.4 | -2.0 | 29.0 | 58.0* | 22.7 | -30.1 | 0.0 | 0.0 | -1.8
CC(C)C[C@H](NC(=O)N1CCn2c1nc1ccccc12)C(=O)N[C@@H](Cc1ccccc1)C(=O)O | -0.6 | 13.4 | -5.4 | 32.6 | 3.3 | 2.4 | -5.5 | -0.3 | -3.4 | 2.7
Cc1cc2cc(CCNC(=O)c3cccs3)c(=O)[nH]c2cc1C | -4.3 | -7.5 | 58.3* | -29.5 | -8.8 | -148.7 | -70.9 | 3.7 | -1.6 | 43.6
CCC(NC(=O)CCCc1ccccc1)c1ccccc1 (stereo unspecified) | 2.7 | -1.2 | 8.7 | 9.3 | 4.5 | 6.7 | 3.0 | -0.2 | -0.6 | -1.6
Cc1ccccc1CN1CCC(Oc2ccc(C(=O)NCc3ccccn3)cc2)CC1 | 1.0 | -4.1 | 9.5 | 26.9 | -4.2 | -10.0 | -45.2 | -1.1 | -2.3 | 1.9
O=C(Cc1cccs1)Nc1ccc([N+](=O)[O-])cc1 | -0.5 | 1.8 | 9.0 | 10.5 | -2.2 | -7.9 | 2.9 | -4.2 | -6.7 | 4.2
O=C1CC(C(=O)Nc2ccc(Cl)c(Cl)c2)S/C(=N\N=C\c2ccco2)N1 (stereo unspecified) | -1.4 | 9.1 | 18.4 | 26.4 | 5.3 | 14.1 | -14.5 | 0.2 | 1.7 | -4.2
CCCC[C@@H](CNC)NC[C@H](Cc1ccc(O)cc1)NCCc1ccc(OCC)cc1 | 2.0 | -2.3 | -83.5 | 7.7 | 4.2 | -33.9 | -8.2 | 0.9 | -1.2 | -79.6*
Cc1cc(C)nc(SCC(=O)Nc2ccc(S(=O)(=O)NCCO)cc2)n1 | 1.5 | -13.0 | 3.1 | 30.1 | 2.3 | 8.7 | -29.9 | -0.2 | -3.5 | 1.9
O=C(NCc1nnc(SCC(=O)N2CCCC2)o1)c1c(F)cccc1F | -6.0 | 6.4 | -6.6 | 18.5 | 32.8 | 0.7 | -3.2 | -0.2 | -0.6 | -0.1
CC1CCCN(C(=O)c2cc3c(=O)n4ccccc4nc3s2)C1 (stereo unspecified) | 0.6 | 2.3 | 23.2 | 10.9 | -5.0 | -47.6 | -56.2 | 2.0 | -1.3 | 6.4

2 entries picked at random from the list so far:
SMILES | IEC-6 tox | Platelet DG rel | HSF-1 act | AI-2 QS modul | SKKanGAS inh | aSyn 5UTR inh | KLF5 inhibitor | HIF act | HSP90 refold inh | HSF1 inh
O=C(c1ccc(Cl)cc1)c1cn[nH]c1-c1ccccc1O | -7.1 | -1.5 | 16.7 | -74.6 | 7.3 | -4.9 | -18.8 | -0.6 | -0.7 | 5.3
Cc1ccccc1CN1CCC(Oc2ccc(C(=O)NCc3ccccn3)cc2)CC1 | 1.0 | -4.1 | 9.5 | 26.9 | -4.2 | -10.0 | -45.2 | -1.1 | -2.3 | 1.9

Continued.
SMILES | IEC-6 tox | Platelet DG rel | HSF-1 act | AI-2 QS modul | SKKanGAS inh | aSyn 5UTR inh | KLF5 inhibitor | HIF act | HSP90 refold inh | HSF1 inh
CC(C)N1CN(c2ccccc2)C(=S)N(c2ccccc2)C1 | 0.4 | 0.0 | -2.9 | 22.2 | 2.1 | -2.6 | -21.1 | 0.4 | -0.6 | 0.7
O=C1NC(=O)/C(=C\c2ccccc2OCc2ccc([N+](=O)[O-])cc2)N1 | -1.0 | 1.2 | 24.9 | 1.4 | -1.9 | 21.1 | 8.7 | -0.2 | -3.0 | 21.7
COc1ccc(C(=O)COC(=O)COc2ccc(C)c(C)c2)cc1 | 1.3 | 5.6 | -10.6 | 7.3 | -4.4 | -0.2 | -32.5 | 0.2 | -3.4 | 0.7
Cc1ccccc1N1C(=O)CC(N2CCC(C(N)=O)CC2)C1=O (stereo unspecified) | -0.7 | -2.0 | -9.9 | 26.3 | -6.5 | 5.1 | -19.4 | 0.1 | -0.1 | 2.1
C[C@]12CC[C@@H]3c4cc(O)c(O)cc4CC[C@H]3[C@@H]1CC[C@@H]2O | -3.7 | -2.7 | 85.4* | 22.6 | 1.9 | -10.2 | -35.2 | 1.3 | -2.6 | 55.1
COc1ccc(-c2nnc3n2N=C(C)CS3)cc1OC | -2.4 | 4.8 | -22.9 | 13.8 | -3.1 | 2.9 | 3.9 | 0.4 | 2.2 | -3.1
O=C(Cn1c2ccccc2c2nc3n(c(=O)c21)CCS3)Nc1ccccc1 | -3.4 | 14.3 | -0.5 | 33.9 | 11.0 | -4.6 | -7.0 | 0.3 | -5.1 | 1.8
O=C(CN1CCN(Cc2ccccc2)C1=O)NCc1cccs1 | -3.1 | -19.7 | 9.4 | 21.7 | 0.0 | -3.8 | -13.4 | -0.1 | -1.1 | 1.8
COc1ccc(C(=O)COC(=O)Cn2cnc3ccccc3c2=O)c(OC)c1 | nt | 4.6 | 10.8 | 0.1 | -6.3 | -4.5 | nt | -1.7 | nt | -6.1
Cc1cc(NC(=O)CSc2nc(=O)n(CCCN(C)C)c3c2CCCC3)no1 | nt | -2.1 | 1.7 | 9.5 | -2.7 | 14.2 | nt | -0.5 | nt | -5.8
COc1ccc(/C=C(\NC(=O)c2cccs2)C(=O)NN)cc1OC | 0.0 | 3.1 | 3.5 | -1.0 | 1.0 | 6.2 | -19.8 | 1.6 | 0.8 | 6.2
COc1ccc(NC2=NCC(=O)N2Cc2cccs2)cc1 | 0.8 | -0.2 | -12.2 | 16.9 | 0.4 | -5.6 | -9.5 | 0.1 | 0.9 | -11.1
COC(=O)Cc1ccc(NC(=S)N2CCN(c3cc(Cl)ccc3C)CC2)cc1 | -9.3 | -10.8 | 0.7 | 26.7 | 6.2 | 2.2 | -11.2 | -0.5 | -3.1 | -7.7
COc1cccc(C2CC(c3ccccc3)=NN2S(=O)(=O)c2ccccc2)c1OC (stereo unspecified) | -3.6 | -3.9 | 6.6 | 5.4 | -5.4 | -3.4 | 0.6 | 0.1 | 6.5 | -1.8
COc1ccc(N2CCN(C(=O)c3ccc(NS(=O)(=O)c4ccc(F)c(F)c4)cc3)CC2)cc1 | 0.8 | -0.4 | 3.4 | 16.5 | 15.5 | 1.4 | -15.2 | 0.1 | 1.6 | 4.5
CCOc1ccc(Nc2oc(Cc3ccccc3)nc2C#N)cc1 | -2.1 | 5.4 | 15.4 | -3.3 | 9.5 | -108.9 | -32.4 | 1.4 | -6.2 | 10.2
Cc1ccc(C(=O)NCCNc2ccc([N+](=O)[O-])cc2C(F)(F)F)cc1 | -1.0 | 9.0 | 20.8 | 36.9 | -6.8 | 6.2 | -18.8 | -0.5 | 0.4 | -5.2
CCOC(=O)N1CCN(C(=O)CS(=O)Cc2nc(-c3ccc(OC)c(OC)c3)oc2C)CC1 (stereo unspecified) | -0.9 | 2.5 | 7.6 | 2.1 | 1.7 | -1.2 | -15.0 | -0.7 | -2.1 | -4.3
O=S(=O)(c1ccc(NC(=S)N/N=C/c2cccc(Oc3ccccc3)c2)cc1)N1CCOCC1 | -6.9 | -4.4 | -11.1 | -5.7 | -5.2 | -11.6 | -27.5 | -0.1 | -1.4 | -8.3
Cc1ccc(C)n1NC(=O)c1ccc(Cl)cc1 | -1.0 | 5.6 | 6.1 | -8.9 | -0.7 | -5.0 | -13.3 | 0.4 | -3.2 | -4.2
CC(=O)N/N=C(\C)c1cccc(C(F)(F)F)c1 | 3.4 | -8.6 | -3.6 | 38.6 | 1.2 | 36.2 | 10.7 | -0.1 | -0.5 | -1.3
COC(=O)c1ccc(Cc2ccc(C(=O)OC)o2)o1 | -0.9 | -1.4 | 1.2 | -13.1 | -14.7 | 11.9 | -15.0 | 0.5 | -1.5 | 1.1
Cc1ccc(S(=O)(=O)N(C)CC(O)Cn2c3ccccc3c3ccccc32)cc1 (stereo unspecified) | 7.6 | -4.8 | -4.7 | 11.2 | 11.8 | 1.3 | -19.1 | 0.6 | 3.6 | 6.6
O=C(CSc1ccc(F)cc1)Nc1ccc(N2CCOCC2)cc1 | -3.4 | -3.0 | 11.9 | 9.8 | -2.3 | -74.1 | -64.4 | 1.0 | -4.3 | 2.8
COc1cccc(/C=N/n2c(N)c(S(=O)(=O)c3cccs3)c3nc4ccccc4nc32)c1 | 5.7 | 3.6 | -28.9 | -5.4 | 18.7 | 26.7 | 2.3 | 0.0 | 4.5 | -9.4
